Phagocyt inh: inhibitors of macrophage phagocytosis, primary screen, imaging, J774A.1 cells, IgG beads; J774A.1 macrophage IgG-bead phagocytosis; inhibition, % at 5 µM; 110,000 tested, 0.07% active; AID 1029, 2008;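 active = inhibition above the mean of the plate negative controls plus 5 SD, cut at about 13% in these data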;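 also: phagocytic index as fraction of beads internalized from green versus red external bead signal; plate controls were DMSO negative control for no effect and cytochalasin-D positive control for full effect; some results beyond the cut were filed as inactive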
Measles CPE: compounds protecting cells from measles virus cytopathic effect, primary screen, measles RdRp inhibitor project, single point, MLSMR library, absorbance; Measles virus-infected cells, CPE protection; protection (pct of control), % at 4 µM; 140,000 tested, 1.5% active; AID 841, 2007; in the data active = protection mostly above about 24%, no sharp cut-off; inactive = mostly below about 26%; also: some compounds called inactive have numbers as strong as hits
Yeast life ext: compounds extending yeast replicative lifespan, primary screen, S. cerevisiae, OD615. S. cerevisiae growth with nicotinamide; deaD strain in restrictive glucose medium. inhibition of the nicotinamide effect, % at 10 µM. 130,000 tested, 0.68% active. AID 775, 2007;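 active = inhibition above a set limit, placed 3 SD over the median of all compounds, cut at about 26% in these data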;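 also: 0% = nicotinamide-treated wells and 100% = cells grown without nicotinamide; some compounds called inactive have numbers as strong as hits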
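assay system = DeaD-strain S. cerevisiae | buffer or medium = restrictive glucose medium | reagent = 1.5 mM nicotinamide | compound = 10 µM single point, 0.25% DMSO | incubation = 48 h compound exposure at 30 °C, humidified | signal = OD615 measurement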
PTEN del growth: growth suppression of PTEN-null HCT116, primary screen, cell-based, CellTiter-Glo; AID 827, 2007; viability, % at 10 µM; HCT116 PTEN-null viability, 60 h; stronger effect = lower value; 140,000 tested, 1.2% active;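 active = viability at or below a set limit, 4 SD under the median of all tested compounds, cut at about 3.7% in these data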;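 also: PTEN knockout HCT116 line with beta catenin targeted HCT116 as companion control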
bCat KO growth: primary screen for growth suppressors in beta-catenin knockout HCT116 cells (colon tumor, human) | viability, % at 10 µM | 140,000 tested, 1.5% active | HCT116 beta-catenin knockout viability, CellTiter-Glo, 60 h; stronger effect = lower value | AID 818, 2007;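 active = viability at or under a set limit, the compound median less 4 SD, cut at about 6% in these data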;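 also: 0% = Hyamine 1622 control at 20 µM and 100% = untreated cell control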
E-sel TNF inh: E-selectin induction blockers in HUVEC – imaging, immunofluorescence, high content, primary screen; HUVEC TNFa-induced E-selectin immunofluorescence; inhibition, % at 2 µM; 120,000 tested, 0.71% active;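 active = inhibition above the batch mean plus 3 SD, and confirmed as a hit on visual image review, cut at about 43% in these data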;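 also: 0% = TNF-stimulated DMSO wells and 100% = unstimulated control wells; not every result past the cut was called active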
BB579 growth dn: growth inhibitors of yeast BB579 in restrictive medium, primary screen, yeast lifespan-shortening project, S. cerevisiae; OD615, 48 h; 140,000 tested, 0.51% active; inhibition, % at 10 µM;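 active = inhibition above a set limit, 3 SD over the mean compound inhibition, cut at about 44% in these data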; also: inactives centre near -24
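Material: Saccharomyces cerevisiae DeaD strain BB579, replicative lifespan model yeast; buffer or medium: CSMM-D restrictive synthetic medium containing dextrose (glucose); compound: 10 µM single dose, DMSO 0.25%; timing: 48 h compound exposure at 30 °C after 4 h preincubation; signal: turbidity as optical density at 615 nm; benchmarks: positive control amphotericin B 10 µg/mL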
GALR2 antag: GALR2 antagonists in receptor-expressing cells, primary screen; antagonist mode; inhibition, % at 4 µM; 140,000 tested, 0.39% active; in the data active = inhibition above about 27%;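 also: cells stimulated with galanin 1-16 at roughly its EC80; 0% = agonist challenge control and 100% = basal control without agonist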
Target sequence (O43603 whole entry, looked up): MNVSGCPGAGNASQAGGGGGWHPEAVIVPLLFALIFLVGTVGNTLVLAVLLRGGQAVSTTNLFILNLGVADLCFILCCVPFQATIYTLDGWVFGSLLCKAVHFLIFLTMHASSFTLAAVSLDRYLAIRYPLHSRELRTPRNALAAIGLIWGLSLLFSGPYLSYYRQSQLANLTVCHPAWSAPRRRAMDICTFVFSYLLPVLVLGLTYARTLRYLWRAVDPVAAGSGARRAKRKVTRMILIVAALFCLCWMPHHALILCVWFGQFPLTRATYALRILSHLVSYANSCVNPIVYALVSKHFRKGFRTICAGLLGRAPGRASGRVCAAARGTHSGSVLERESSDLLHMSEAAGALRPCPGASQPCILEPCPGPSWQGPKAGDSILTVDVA
NPY-Y2 antag: NPY-Y2 receptor antagonists, primary screen, cell-based | Neuropeptide Y receptor type 2 (Homo sapiens), P49146 | NPY-Y2 expressing cells, antagonist mode | inhibition, % at 2.7 µM | 140,000 tested, 0.99% active | AID 793, 2007; in the data active = inhibition above about 17%;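 also: 0% = vehicle with agonist challenge and 100% = reference antagonist with challenge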
Target sequence (P49146 whole entry, looked up): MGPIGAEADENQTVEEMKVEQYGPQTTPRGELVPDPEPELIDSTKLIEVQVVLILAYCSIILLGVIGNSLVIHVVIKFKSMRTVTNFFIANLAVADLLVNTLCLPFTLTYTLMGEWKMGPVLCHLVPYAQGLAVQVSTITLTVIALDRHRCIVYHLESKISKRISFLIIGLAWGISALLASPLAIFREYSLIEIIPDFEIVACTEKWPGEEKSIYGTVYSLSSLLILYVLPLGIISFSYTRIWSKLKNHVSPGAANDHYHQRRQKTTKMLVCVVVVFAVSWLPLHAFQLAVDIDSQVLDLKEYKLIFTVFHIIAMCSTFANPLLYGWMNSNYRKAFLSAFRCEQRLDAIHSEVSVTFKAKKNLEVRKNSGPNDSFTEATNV
MRP1 act: H69AR viability gain despite doxorubicin, primary screen, MRP-1 activator project, H69AR cells, CellTiter-Glo | viability rescue | viability increase, % at 10 µM | 140,000 tested, 0.61% active;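 active = viability gain under doxorubicin at or above a set limit, the compound median plus 3 SD, cut at about 4.7% in these data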;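 also: MRP-1 overexpressing cells given doxorubicin 25 µM after compound pretreatment; 18-22 h compound pretreatment then 72 h with doxorubicin before readout; 0% = doxorubicin-only wells and 100% = vehicle-treated cells without doxorubicin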
Numbers without * were called inactive; / = not tested or not shown; & = joins results of further samples.

SMILES	Phagocyt inh	Measles CPE	Yeast life ext	PTEN del growth	bCat KO growth	E-sel TNF inh	BB579 growth dn	GALR2 antag	NPY-Y2 antag	MRP1 act
O=C(NC1CCSC1=O)c1ccc(Oc2cccc(C(F)(F)F)c2)nc1 (stereo not given)	-1	18	-24	100	106	-44	-21	4	0	1.4
CCc1nnc(NC(=O)C2COc3ccccc3O2)s1 (stereo not given)	/	3	-13	108	107	12	-52	6	3	5.1*
O=C(NC(=O)c1cccc(Cl)c1)OC[C@@H]1CCCN2CCCCC12 (stereo not given in full)	0	8	0	108	106	1	-7	-2	0	-1.4
COc1ccc(CCNC(=O)c2ccncc2)cc1OC	0	7	-16	98	91	1	2	-4	3	-0.4
CCC1CCCCN1S(=O)(=O)c1ccc(S(=O)(=O)N(Cc2ccccn2)CC2CCCO2)cc1 (stereo not given)	-12	9	5	89	76	/	-19	5	0	-2.9
Cc1cccc(NC(=S)NNC(=O)c2ccccc2OC(F)F)c1	/	6	-19	97&87	84	11	13	-4	8	-1.6
FC(F)(F)c1cccc(-c2nnc(-c3ccccc3)c(N3CCOCC3)n2)c1	/	3	-1	76	92	-20	-50	-9	1	-3.1
COc1ccc(Cn2c(SCc3ccccc3C)nc3cc(OC)c(OC)cc3c2=N)cc1	-2	10	-18	1.1*	1.6*	-37	-6	-8	44*	-6.8
O=C(Nc1ccc(S(=O)(=O)C(F)F)cc1)c1cccc(S(=O)(=O)N2CCOCC2)c1	0	3	-14	59	61	-15	-39	1	-2	0.3
CN1c2ccccc2N(C)C1(C)c1cccc2ccccc12	-6	19	3	5	7	/	-30	0	3	-3.9
COc1cc(/C=C(/C#N)c2nc3ccccc3[nH]2)ccc1OCc1ccc(C(=O)O)o1	-1	4	-3	90	94	-24	-23	1	2	3.1
O=C(NCc1cn2ccccc2n1)c1ccco1	3	12	-6	111	112	2	-7	2	0	-1.2
COc1ccccc1/C=C/C=N/N1CCN(Cc2ccccc2)CC1	-11	5	0	103	96	-7	-57	-3	8	2.5
COC(=O)c1cccc(NC(=O)c2ccc(S(=O)(=O)N3CCN(C)CC3)cc2)c1	0	7	-12	83	76	11	-5	-3	1	-1.0
O=C(NCc1ccco1)c1cc2sccc2n1Cc1ccc(F)cc1	0	6	-12	67	75	/	-7	5	3	-3.9
CC1CCC(=NNC(=O)Cc2ccccc2)CC1 (stereo not given)	/	15	-9	95	95	-7	-12	15	-2	-2.5
Cn1cc(SCC(=O)Nc2nc3ccccc3s2)c2ccccc21	0	9	-6	76	85	-38	-17	8	5	-3.7
NS(=O)(=O)c1ccc(NC(=S)N2CCN(c3ccccc3)CC2)cc1	-8	9	-1	101	99	/	-14	25	4	-1.1
COC(=O)CC1=C(C(=O)OC)C(c2cccc(OCC(N)=O)c2)C(C#N)=C(N)O1 (stereo not given)	/	19	0	95	95	/	-2	2	3	-0.3
Cc1ccc(NC(=O)N2CCC(c3nc4c(nnn4Cc4cccc(Cl)c4)c(=O)[nH]3)CC2)cc1	/	9	-16	73	74	/	-83	-10	3	-1.5

Entries listed above shown as hits in NPY-Y2 antag:
mol	Phagocyt inh	Measles CPE	Yeast life ext	E-sel TNF inh	GALR2 antag	NPY-Y2 antag
COc1ccc(Cn2c(SCc3ccccc3C)nc3cc(OC)c(OC)cc3c2=N)cc1	-2	10	-18	-37	-8	44*

Next compounds follow:
SMILES	Phagocyt inh	Measles CPE	Yeast life ext	PTEN del growth	bCat KO growth	E-sel TNF inh	BB579 growth dn	GALR2 antag	NPY-Y2 antag	MRP1 act
O=C(CSc1nnc2ccccn12)c1ccc2c(c1)OCCO2	-1	2	-2	99	94	/	-2	0	2	-0.6
CCCn1c(NC(=O)c2ccccc2)nc2ccccc21	0	8	-8	38	42	-16	-22	7	3	-3.9
Cc1ccc2[nH]cc(CCNC(=O)Nc3ccccc3)c2c1	0	14	-3	101	102	12	-44	-10	-1	-0.3
CCN(c1ccc(C)c(C)c1)S(=O)(=O)c1ccc2c(c1)CCN2C(=O)CCC(=O)O	-1	4	18	108	94	19	-63	-10	1	-0.9
O=C(Nn1c(SCc2ccc([N+](=O)[O-])cc2)nc2ccccc2c1=O)c1ccc(F)cc1	/	4	2	82	74	/	-32	-6	8	0.2
C/C(=N\NC(=O)COc1cccc(Cl)c1)c1ccc2c(c1)OCCO2	0	5	0	108	101	-6	-42	8	14	0.6
COc1ccccc1N1CCN(C(=O)c2sc3nc(-c4ccc(F)cc4)cn3c2C)CC1	0	16	-9	69	62	-31	-64	8	2	-0.7
Cc1cc(OCC(=O)NC(C)(C)C)ccc1Cl	-3	3	-8	91	91	/	-13	-11	0	1.6
Cc1ccc(Nc2nc3ccccc3o2)cc1F	-1	28	-11	65	55	-9	-37	13	-2	-1.8
C=CCN1C(=O)CN=C1NCc1ccccc1	-1	5	1	104	101	/	-36	-6	4	-0.2
CC(=O)c1c(N2CCN(c3ccc(F)cc3)CC2)nc(=S)n(-c2ccccc2)c1C	-2	27	1	93	90	/	-54	2	0	0.6
CN(CC(=O)NC1CCCc2ccccc21)S(=O)(=O)c1ccc2c(c1)c(=O)n(C)c(=O)n2C (stereo not given)	0	4	-3	86	83	/	-29	1	3	-2.8
CCCN(CCC)C(=O)CSc1ncccc1C(=O)O	-3	2	6	101	95	-7	8	-4	-3	-1.5
Nn1c(SCC(=O)N2CCOCC2)nnc1-c1ccc(Cl)cc1Cl	0	27	4	88	90	-6	1	8	1	-1.4
O=C(CSc1cn(CCNC(=O)c2cccs2)c2ccccc12)NC1CCCCC1	-1	7	7	83	75	/	-21	1	3	-2.1
CC(C1CC1)N(C(=O)NC1CCS(=O)(=O)C1)c1ccccc1 (stereo not given)	2	3	-6	90	104	-26	-39	1	2	-0.7
COc1nc(N)nc(CC(=O)C2CC2)n1	-2	2	-7	105	100	-12	-2	3	-3	-0.9
CCc1ccc(-c2csc(NC(=O)C3=NN(c4ccccc4)C(=O)CC3)n2)cc1	-12	4	2	28	36	/	-21	7	9	-2.4
CCCOc1ccc(C(=O)C(CN2CCCC2)c2ccccc2)cc1 (stereo not given)	-1	3	6	0.9*	1.3*	5	-39	8	9	-4.7
Cc1ccc(-n2[nH]c(C)c(C=Nc3ccc(S(=O)(=O)Nc4nc(C)cc(C)n4)cc3)c2=O)c(C)c1	-11	14	-4	101	97	/	-1	-1	5	1.7
CCOC(=O)CCc1c(C)c(C#N)c2nc3ccccc3n2c1-n1ccnc1C	-1	4	2	93	92	-5	-46	10	6	-3.2
CCSc1sccc1C1C(C#N)=C(N)N(c2cccnc2)C2=C1C(=O)CCC2 (stereo not given)	-5	22	-7	96	101	7	-14	-2	1	-5.3
COCCn1c(CCC(=O)O)nc2c1c(=O)[nH]c(=O)n2CC(C)C	0	5	-10	99	107	-6	-31	-10	3	-0.1
Cn1c(NN)nc2sc3c(c2c1=O)CCC3	-1	8	-9	85	102	9	-27	-3	2	-3.0
C[C@H](NC(=O)Nc1ccc2c(c1)OCCO2)C(=O)O	0	8	-10	90	82	20	-31	-2	2	-1.6
Cc1ccc2c(CC(=O)OCc3nc(N)nc(Nc4ccccc4C)n3)coc2c1	-2	17	-8	88	94	23	-24	-2	3	-0.2
CN(CC(=O)Nc1cc([N+](=O)[O-])ccc1Cl)Cc1ccc(Br)cc1	1	3	1	61	69	-40	-46	-9	0	-3.7
C/C(=N\NC(=O)c1nc(C)cc(C)n1)c1ccccc1	2	3	1	96	95	-4	-48	-2	3	1.6
COc1ccc2[nH]c(C)c(CCNC(=S)Nc3cc(C)ccc3C)c2c1	/	6	0	84	86	15	-24	12	-1	-2.9
O=S(=O)(Nc1nc2ccccc2s1)c1ccc(Cl)s1	0	4	1	93	91	-1	-46	0	0	-2.5
CCOc1ccc(N(C(C)=O)c2nc(C)cc(C)c2C#N)cc1	/	8	/	98	97	0	11	5	1	-4.6
Cc1cc(C)c(S(=O)(=O)N2C=CC(C(F)(F)F)=NCC2)c(C)c1	/	31*	-8	92	89	13	5	-13	2	-2.7
COc1ccc(-n2nc(C(=O)N3CCN(c4ccc(F)cc4)CC3)c3ccccc3c2=O)c(OC)c1	-4	24	-4	83	91	-30	-2	5	4	-3.3
COC(=O)c1ccc(NC(=O)c2ccccc2NS(C)(=O)=O)cc1	0	7	-20	89	104	-35	-30	-1	2	-0.8
C=CCn1cc(-c2ccccc2)cc(C#N)c1=O	-1	5	-16	93	89	7	-15	-14	1	-3.5
COc1cc(OC)c(C2C(C(=O)N3CCOCC3)=C(C)NC3=C2C(=O)CC(C)(C)C3)cc1OC (stereo not given)	1	21	-17	90	101	16	7	5	0	1.2
COc1ccc(-c2c(N)nnc3c2[nH]c2ccccc23)cc1OC	4	5	-22	88	83	1	-26	-4	4	-4.6
O=C1/C(=C/c2ccccc2)N=C(N2CCOCC2)N1c1cccc(Cl)c1	-2	5	3	92	86	24	-41	-4	5	-2.1
CCOC(=O)C1CCN(c2c(NC3CCCc4ccccc43)c(=O)c2=O)CC1 (stereo not given)	0	10	-8	90	101	/	0	-1	2	-1.3
O=C(CCc1ccc(S(=O)(=O)N2CCOCC2)cc1)Oc1ccccc1	1	17	-4	102	93	1	-26	-3	0	-1.3
COC(=O)c1ccc(COc2ccc3c(C)c(C)c(=O)oc3c2C)o1	1	30	-8	95	112	/	-40	-1	-1	0.9
CCOc1ncccc1C(=O)OCC(=O)Nc1cc(S(=O)(=O)N2CCOCC2)ccc1C	3	7	0	103	98	/	-21	2	2	-1.1
CC(=O)Nc1ccc(C(=O)OCc2ccc(Cl)cc2)cc1	-2	13	-21	75	76	5	-24	8	0	-3.1
Nc1nnc(CSc2ccc(Cl)cc2)s1	-2	2	-5	93	94	1	-2	6	3	-0.7
O=C(O)CSc1nc(-c2ccc(Cl)cc2)nc2c1oc1ccccc12	-1	4	-7	99	93	1	71*	5	11	-2.1
CC(C)c1ccc(CC(C)C2C3=C(CCCC3=O)OC3=C2C(=O)CCC3)cc1 (stereo not given)	1	19	7	88	87	4	-71	4	1	1.6
Cc1onc(C(=O)N2C(C)CCCC2C)c1[N+](=O)[O-] (stereo not given)	-10	1	-1	97	98	-30	-51	0	2	-1.9
COc1cc2c(cc1NC(=O)CCCCCN1C(=O)CCC1=O)oc1ccccc12	/	23	-14	85	85	-14	27	-6	0	-2.6
O=C(O)CCC(=O)Nc1ccc(Br)cn1	0	18	5	103	105	-9	-34	4	-2	-1.2
Cc1ccc(S(=O)(=O)N/N=C/c2cccn2-c2ccc(Cl)cc2)cc1	/	6	3	89	89	-41	-29	-11	5	0.0
